Compound activity: PubChem BioAssay, Broad Institute
Casp6 inh: human caspase-6 inhibitors, primary screen, biochemical, VEID-R110 fluorescence, single point, set 2; P55212; purified caspase-6, Z-VEID-R110 cleavage fluorescence; hit rate 0.53% among 350,000; inhibition, % at 12.5 µM;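 active means mean inhibition across replicates at least about 35%, with every replicate also reaching that limit, limit read from the data; inconclusive means only one of the two criteria met; inactive means neither criterion met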;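 further: 0% = median of neutral control wells and 100% = no fluorescence left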
Target sequence (P55212 24-179 limits assumed): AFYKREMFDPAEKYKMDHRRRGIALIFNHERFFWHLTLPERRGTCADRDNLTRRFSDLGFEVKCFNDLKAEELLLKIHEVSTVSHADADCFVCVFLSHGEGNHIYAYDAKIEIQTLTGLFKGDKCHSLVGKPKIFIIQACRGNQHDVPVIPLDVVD
Target sequence (P55212 194-293 limits assumed): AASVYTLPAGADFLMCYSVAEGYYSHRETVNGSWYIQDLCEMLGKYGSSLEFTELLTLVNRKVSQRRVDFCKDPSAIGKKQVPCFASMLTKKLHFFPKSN
RAD54 inh: inhibitors of human RAD54 branch migration, primary screen, biochemical, fluorescence, single point; hit rate 0.14% among 360,000; inhibition, % at 10.4 µM; RAD54 Holliday junction branch migration, FAM/BHQ fluorescence; DNA repair and recombination protein RAD54-like (Homo sapiens), Q92698;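 active means mean normalized replicate activity at least 40 and at least half of replicates scoring 40 or more; inconclusive means only one of the two criteria met; inactive means mean below 40 and under half of replicates reaching 40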;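 further: 0% = median of neutral control wells and 100% = median of positive control wells; inhibitors cause a drop in the FAM fluorescence signal; in these data hits start at about 50%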
Target sequence (Q92698 whole entry, looked up): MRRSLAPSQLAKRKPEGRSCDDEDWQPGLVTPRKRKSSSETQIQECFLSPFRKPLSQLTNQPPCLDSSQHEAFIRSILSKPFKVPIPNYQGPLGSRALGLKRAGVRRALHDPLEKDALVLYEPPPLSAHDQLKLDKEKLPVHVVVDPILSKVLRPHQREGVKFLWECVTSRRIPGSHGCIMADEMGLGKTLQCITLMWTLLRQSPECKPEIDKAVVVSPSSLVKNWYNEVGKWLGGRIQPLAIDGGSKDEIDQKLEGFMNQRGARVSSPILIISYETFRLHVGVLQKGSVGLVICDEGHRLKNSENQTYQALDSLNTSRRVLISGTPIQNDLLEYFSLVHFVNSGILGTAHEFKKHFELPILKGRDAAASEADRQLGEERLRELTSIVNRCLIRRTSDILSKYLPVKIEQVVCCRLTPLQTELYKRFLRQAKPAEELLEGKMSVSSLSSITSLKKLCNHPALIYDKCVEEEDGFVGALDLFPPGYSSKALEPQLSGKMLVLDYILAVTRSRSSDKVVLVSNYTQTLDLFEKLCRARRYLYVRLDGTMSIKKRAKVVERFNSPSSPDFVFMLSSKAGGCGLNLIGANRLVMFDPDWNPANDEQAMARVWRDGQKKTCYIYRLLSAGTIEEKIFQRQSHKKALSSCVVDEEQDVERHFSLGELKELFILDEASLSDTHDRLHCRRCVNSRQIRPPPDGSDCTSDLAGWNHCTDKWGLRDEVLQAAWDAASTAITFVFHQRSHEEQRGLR
RAD52 anneal inh: RAD52 DNA annealing inhibitors, primary screen, biochemical, FRET, single point, set 2 | DNA repair protein RAD52 homolog (Homo sapiens), P43351 | recombinant RAD52 DNA annealing, FRET fluorescence | inhibition, % at 18.7 µM | hit rate 0.46% among 360,000 | AID 651710, 2012;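 active means every replicate showing at least 50% inhibition; inconclusive means mean inhibition at least 50% but not in every replicate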
GSIS activator: GLuc luminescence reporter in INS-1E cells, primary screen for activators of glucose-dependent secretion of insulin | INS-1E GLuc reporter insulin secretion, 2-3 h | activation, % at 16.6 µM | AID 743287, 2014 | hit rate 0.61% among 370,000;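 active means lowest replicate activation of at least 40%, so every replicate reaches that level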;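 further: 0% = median of neutral control wells and 100% = median of IBMX positive control wells; some compounds called inactive have numbers as strong as hits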
E-sel inducer: E-selectin induction in HUVECs, primary screen, imaging, HUVEC, immunofluorescence imaging, single point; normalized: neutral wells 0, TNF-alpha wells 100; hit rate 0.37% among 260,000; P16581; activation, % at 7.58 µM;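 active means mean E-selectin-positive cell signal at least 10% of the positive control, reached in at least 60% of replicates, without over 20% cell loss; inconclusive means no rule given, readout overlaps actives, possibly toxicity-flagged; inactive means the rest, including those meeting only one limit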;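 further: in these data hits start at about 27%; measured in HUVEC primary endothelial cells; signal is the percent of cells scored E-selectin positive by PE staining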
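Read-out basis: % PE-positive cells; Test system: HUVEC primary endothelial cells; Technique: immunofluorescence imaging; Dosing: single-point compound dose.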
Xi reactivation: activators of inactive X chromosome reactivation, primary screen, imaging, XiGFP fibroblasts, GFP high-content imaging, set 2; XiGFP mouse fibroblasts, % GFP-positive cells imaging, 3 d; cells co-treated with 5-aza-dC sensitizer; scaled so ellipticine positive control = 100%; activation, % at 7.58 µM; hit rate 0.055% among 360,000; AID 743238, 2013;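 active means mean normalized replicate activation at least 10% and every replicate at or above 10%; inconclusive means only one of the two criteria met; inactive means mean below 10% and not all replicates reach 10%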;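 further: 0% = median of on-plate neutral control wells and 100% = ellipticine 6 µM median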
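material = 68-5-11 XiGFP fibroblast line | medium = DMEM plus 5-aza-dC sensitizer | schedule = 3 days compound exposure | benchmarks = positive control ellipticine, 6 µM final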
F508del corr: F508del CFTR correction, initial screen, CFBE line, single point; activity (quench increase), % at 7.58 µM; AID 720511, 2013; CFBE cells, YFP halide quenching; stimulated with forskolin plus potentiator P3; % fluorescence drop versus neutral controls; hit rate 0.36% among 350,000;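 active means mean added fluorescence quench of at least 8% versus neutral control, with both replicates also reaching 8%; inconclusive means only one of the mean or replicate conditions met; inactive means mean below 8% and not both replicates reaching 8%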;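 further: cells transiently co-express mutant CFTR-F508del with the halide-sensitive YFP; corrector assay measuring rescue of mutant channel to the surface after 24 h compound exposure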
DENV2 CPE rescue: inhibitors of DENV2 cytopathic effect, primary screen, cell-based, plate reader, single concentration | DENV2-infected cells, cytopathic effect rescue | CPE inhibition, % at 9.99 µM | hit rate 1.7% among 350,000 | AID 651640, 2012; in the data active means CPE inhibition above about 20%, passing the limit was not always enough; inconclusive means no clear call, values can overlap the other calls; tested in BHK-21 cells;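 further: 0% = median of neutral control wells and 100% = median of positive control wells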
Starred values were filed as active, the others as inactive. Outcome played no part in choosing rows; any-hit rate near 3.7%.

O=C(CSc1nnc(-c2ccncc2)n1Cc1ccccc1)NC1CCCCC1 was read as Casp6 inh 1, RAD54 inh -3, RAD52 anneal inh -11, GSIS activator 21, E-sel inducer 2.1, Xi reactivation 0.1, F508del corr 1.0 and DENV2 CPE rescue -7.
`C[C@H](CO)N1C[C@H](C)[C@@H](CN(C)C(=O)C2CCCCC2)Oc2ncc(-c3ccccc3)cc2C1=O` gave Casp6 inh 2, RAD54 inh 0, RAD52 anneal inh 8, GSIS activator -7, E-sel inducer 0.0, Xi reactivation 0.7, F508del corr -2.6 and DENV2 CPE rescue inconclusive.
`COc1ccc(CCNC(=S)Nc2ccc(S(=O)(=O)Nc3ncccn3)cc2)cc1OC` gave Casp6 inh -1, RAD54 inh 5, RAD52 anneal inh -4, GSIS activator 94, Xi reactivation 0.2, F508del corr -0.1 and DENV2 CPE rescue -4.
For O=C1NC(=O)c2cc(NC(=O)c3cccc4ccccc34)ccc21 the results were Casp6 inh 1, RAD54 inh -1, RAD52 anneal inh -3, GSIS activator 4, E-sel inducer 0.1, Xi reactivation -0.1, F508del corr 3.7 and DENV2 CPE rescue 3.
For COc1ccccc1C(=O)NCCC(=O)Nc1ncccc1C the results were Casp6 inh -132, RAD54 inh 4, RAD52 anneal inh 3, GSIS activator 5, E-sel inducer -0.3, Xi reactivation 0.3 and F508del corr 0.2.
COc1ccc(-c2cc(CNS(=O)(=O)c3ccccc3)on2)cc1 was read as Casp6 inh 1, RAD52 anneal inh -3, GSIS activator 2, Xi reactivation 0.0, F508del corr 0.9 and DENV2 CPE rescue 1.
For Cc1ccc(S(=O)(=O)N(C)C[C@@H]2Oc3c(NC(=O)Nc4c(C)noc4C)cccc3C(=O)N([C@H](C)CO)C[C@@H]2C)cc1 the results were RAD54 inh -4, RAD52 anneal inh 8, GSIS activator 22, E-sel inducer -0.1, Xi reactivation -0.2, F508del corr 1.5 and DENV2 CPE rescue inconclusive.
Screening O=C(C(=O)N1CCN(C(=O)OCc2ccccc2)CC1)c1cccnc1 returned Casp6 inh 3, RAD52 anneal inh -14, GSIS activator 6, E-sel inducer 0.8, Xi reactivation 0.1, F508del corr 2.3 and DENV2 CPE rescue -1.
Screening CC1CC(C)CN(C(=O)COC(=O)Cc2ccc(Br)cc2)C1 (stereo not drawn) returned Casp6 inh 0, RAD54 inh -11, RAD52 anneal inh -13, GSIS activator 2, Xi reactivation 0.0, F508del corr -0.3 and DENV2 CPE rescue 2.
`COc1ccccc1CC(=O)N1CCC(CCC(=O)NC2CC2)CC1` gave Casp6 inh -2, RAD54 inh -7, RAD52 anneal inh -4, GSIS activator 21, Xi reactivation 0.6, F508del corr 0.4 and DENV2 CPE rescue 0.
`COc1ccc(CNc2nc(NCc3ccc(OC)cc3)c3[nH]cnc3n2)cc1` gave Casp6 inh -1, RAD54 inh 4, RAD52 anneal inh 8, E-sel inducer 0.3, Xi reactivation 0.0 and F508del corr 2.8.
O=[N+]([O-])c1cccc(C2=NC(c3ccccc3)CO2)c1 (stereo not drawn) was read as Casp6 inh 4, RAD54 inh 5, RAD52 anneal inh -8, GSIS activator 10, E-sel inducer 0.0, Xi reactivation 0.0, F508del corr -0.7 and DENV2 CPE rescue 9.
For Cc1ccc(CN2CCN(C(=O)CCc3ccccc3)CC2)cc1 the results were Casp6 inh -2, RAD54 inh 4, RAD52 anneal inh -20, GSIS activator -24, Xi reactivation 0.1, F508del corr -1.7 and DENV2 CPE rescue -1.
For COc1ccccc1N1C(=O)C2C(c3ccc(F)cc3)NN(C(=O)c3ccc(C)cc3)C2C1=O (stereo not drawn) the results were Casp6 inh 2, RAD54 inh -6, RAD52 anneal inh -378, GSIS activator 17, E-sel inducer -0.1, F508del corr -1.2 and DENV2 CPE rescue 2.
COc1cc2ccccc2cc1C(=O)Nc1ccncc1 was read as Casp6 inh 0, RAD54 inh 4, RAD52 anneal inh 18, GSIS activator 3, E-sel inducer -0.3, Xi reactivation 0.0, F508del corr 4.4 and DENV2 CPE rescue -2.
CCOC1=C2[C@@H](CN(S(=O)(=O)c3ccc(C)cc3)[C@H]2c2ccccc2F)[C@H]2C(=O)N(Cc3ccccc3)C(=O)[C@H]2C1 was read as Casp6 inh -3, RAD54 inh -2, RAD52 anneal inh -32, GSIS activator 1, E-sel inducer 2.2, F508del corr -3.0 and DENV2 CPE rescue 0.
`O=C(NCc1ccccn1)c1cc(S(=O)(=O)N2CCCCCC2)ccc1Cl` gave Casp6 inh 0, RAD54 inh -1, RAD52 anneal inh -9, GSIS activator 1, E-sel inducer 0.1, Xi reactivation -0.1, F508del corr -1.8 and DENV2 CPE rescue -9.
CC(C)CC(=O)Nc1ccccc1-c1nnn(CC(=O)N2CCOCC2)n1 was read as Casp6 inh 14, RAD54 inh -1, RAD52 anneal inh -17 and GSIS activator -5.
For O=C(N[C@H](Cc1ccccc1)C(=O)N1CCCN(Cc2cccs2)CC1)[C@H]1O[C@@H](n2ccc(=O)[nH]c2=O)[C@H](O)[C@@H]1O the results were Casp6 inh -5, RAD52 anneal inh -7, GSIS activator 13, E-sel inducer 0.1, Xi reactivation 0.0, F508del corr 2.2 and DENV2 CPE rescue -11.
COCCn1c(-c2cccc(Br)c2)nc2c(c(=O)c3ccccc3n2C)c1=O was read as Casp6 inh 3, RAD52 anneal inh 2, GSIS activator 3, E-sel inducer -0.3, Xi reactivation 0.3, F508del corr -2.3 and DENV2 CPE rescue 0.
Cc1[nH]c2ccccc2c1C(=O)C(=O)N1CCCc2ccccc21 was read as Casp6 inh 2, RAD52 anneal inh -22, E-sel inducer 0.3, Xi reactivation 0.5 and DENV2 CPE rescue -5.
Screening COC(=O)c1c(NC(=O)CSc2nnc(C)c(=O)[nH]2)sc(C)c1C returned Casp6 inh 1, RAD52 anneal inh 8, GSIS activator 4, Xi reactivation 0.0 and DENV2 CPE rescue 1.
Screening NC(=O)CN1CCN(C(=O)Nc2ccccc2)CC1 returned Casp6 inh -1, RAD54 inh -9, RAD52 anneal inh 2, GSIS activator 7, E-sel inducer 0.0, Xi reactivation 0.3, F508del corr -4.7 and DENV2 CPE rescue 7.
For Cc1ccc(-c2nnc(Oc3ccc(NC(=O)c4ccccc4)cc3)c3ccccc23)cc1 the results were GSIS activator 6, E-sel inducer -0.7, Xi reactivation 0.3 and F508del corr 1.3.
Screening O=C(Nc1ccccc1F)N[C@@H]1CC[C@H](CCNS(=O)(=O)c2ccccc2)O[C@H]1CO returned Casp6 inh 0, RAD54 inh 6, RAD52 anneal inh 2, GSIS activator -1, E-sel inducer 0.1, Xi reactivation 0.0, F508del corr -2.1 and DENV2 CPE rescue -5.
COc1ccc(Nc2nc(N)nc(CSC(=S)N3CCCCC3)n2)cc1 was read as Casp6 inh 3, RAD54 inh -10, RAD52 anneal inh -36, GSIS activator 3, Xi reactivation 0.2, F508del corr -2.2 and DENV2 CPE rescue -3.
CCCC/C=C1\CCc2c([nH]c3ccccc23)C1=O was read as Casp6 inh -2, RAD54 inh 3, RAD52 anneal inh -7, GSIS activator -6, E-sel inducer 0.9, Xi reactivation -0.1, F508del corr -4.2 and DENV2 CPE rescue -11.
Screening CC(C)CC(=O)Nc1ccc(C(=O)NN2C(=O)c3ccccc3C2=O)cc1 returned RAD54 inh 2, GSIS activator 5, E-sel inducer -0.1 and Xi reactivation -0.1.
For Cc1ccc(-c2cnc3c(c2)C(=O)N([C@@H](C)CO)C[C@H](C)[C@H](CN(C)C(=O)c2ccncc2)O3)cc1 the results were Casp6 inh 10, RAD54 inh 0, RAD52 anneal inh 8, GSIS activator 13, E-sel inducer 0.0, Xi reactivation 2.3, F508del corr -0.3 and DENV2 CPE rescue 2.
Cc1ccccc1-n1c(=O)cc(N2CCc3ccccc3C2)[nH]c1=O was read as Casp6 inh 16, RAD54 inh -5, RAD52 anneal inh -35, GSIS activator 1, F508del corr 0.3 and DENV2 CPE rescue 6.
Screening C[C@H]1CN([C@@H](C)CO)C(=O)c2cc(NS(=O)(=O)c3cccs3)ccc2O[C@H]1CN(C)S(=O)(=O)c1ccc(F)cc1 returned Casp6 inh -2, RAD54 inh -7, RAD52 anneal inh -58, GSIS activator -9, E-sel inducer 0.2, Xi reactivation -0.1, F508del corr 0.2 and DENV2 CPE rescue -12.
COCC(=O)N(C)C[C@H]1Oc2cc(C#CCC(C)C)ccc2S(=O)(=O)N([C@@H](C)CO)C[C@H]1C was read as Casp6 inh 2, RAD54 inh 0, RAD52 anneal inh 6, GSIS activator 1, E-sel inducer 0.3, Xi reactivation 0.5, F508del corr -3.8 and DENV2 CPE rescue -3.
`C[C@H]1CN([C@@H](C)CO)S(=O)(=O)c2ccc(-c3ccccc3)cc2O[C@H]1CN(C)C` gave Casp6 inh -4, RAD54 inh 10, RAD52 anneal inh -2, GSIS activator -3, E-sel inducer 0.0, Xi reactivation -0.7, F508del corr -0.7 and DENV2 CPE rescue -5.
`CC(C)Cn1c(N)c(C(=O)COC(=O)c2ccccc2C(=O)c2ccccc2)c(=O)n(C)c1=O` gave Casp6 inh 1, RAD54 inh 2, RAD52 anneal inh -26, GSIS activator -14, E-sel inducer -0.1, Xi reactivation 0.0, F508del corr 1.5 and DENV2 CPE rescue 17.
For CC(=O)N1[C@@H]2Cn3c(ccc(C4=CCCC4)c3=O)[C@H]1[C@@H](C(=O)N[C@H](C)c1ccccc1)[C@@H]2CO the results were Casp6 inh 2, RAD54 inh -9, RAD52 anneal inh -12, GSIS activator 3, E-sel inducer 0.1, Xi reactivation 0.0, F508del corr -2.7 and DENV2 CPE rescue 16.
`CCOC(=O)c1nn(-c2ccc(C)cc2)c(=O)cc1OCC(=O)N1CCN(c2ccccc2)CC1` gave Casp6 inh 2, RAD52 anneal inh -14, GSIS activator -29, E-sel inducer 1.3, Xi reactivation -0.1, F508del corr 0.4 and DENV2 CPE rescue 4.
O=C(NCC[C@@H]1CC[C@@H](NC(=O)c2cnccn2)[C@@H](CO)O1)Nc1ccc(F)cc1 was read as Casp6 inh -3, RAD54 inh -9, RAD52 anneal inh 9, GSIS activator -4, E-sel inducer -0.4, Xi reactivation -0.1, F508del corr -0.2 and DENV2 CPE rescue 11.

Quoted at random: 2 compounds from above.
COCC(=O)N(C)C[C@H]1Oc2cc(C#CCC(C)C)ccc2S(=O)(=O)N([C@@H](C)CO)C[C@H]1C was read as Casp6 inh 2, RAD54 inh 0, RAD52 anneal inh 6, GSIS activator 1, E-sel inducer 0.3, Xi reactivation 0.5, F508del corr -3.8 and DENV2 CPE rescue -3.
`CCOC(=O)c1nn(-c2ccc(C)cc2)c(=O)cc1OCC(=O)N1CCN(c2ccccc2)CC1` gave Casp6 inh 2, RAD52 anneal inh -14, GSIS activator -29, E-sel inducer 1.3, Xi reactivation -0.1, F508del corr 0.4 and DENV2 CPE rescue 4.
